TRPML3 agonist = activates the human TRPML3 channel; Q8TDD5; HEK293 TRPML3-YFP, Fluo-8 calcium fluorescence; 100% = the carbachol control signal; activation, % at 3 µM; 220,000 compounds, 0.29% hits;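 active means activation above its plate's cutoff, the mean activation of the plate's test wells plus 3 SD, cut at about 12% in these data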;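 further: 0% = DMSO only wells and 100% = carbachol wells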
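system = HEK293 cells stably carrying human TRPML3-YFP | doses = one concentration, 3 µM nominal, 0.3% DMSO | timing = dye loading 1 h 37 °C then 30 min ambient, 125 s read | detection = Fluo-8 calcium dye fluorescence, ex 470-495, em 515-575 nm | benchmarks = high control carbachol 87 µM, low control DMSO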
TNF death inh = inhibitors of TNF-alpha induced necroptosis in Jurkat FADD-/- cells | Jurkat FADD-/- TNF necroptosis rescue, ATP luminescence, 24 h; 0 = TNF only, 100 = no-TNF cells | activation (protection from cell death), % at 10 µM | 220,000 compounds, 0.068% hits | AID 463075;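 active means activation, meaning protection from cell death, of at least 50% relative to plate controls; inactive means activation below 50%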;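 further: necroptosis triggered by 40 ng/mL TNF-alpha added together with compound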
zfTRPN1 agonist = zebrafish TRPN1 (NompC) channel agonism. HEK293 zebrafish TRPN1-YFP, Fluo-8 calcium fluorescence; 100% = response to 87 µM carbachol. activation, % at 3 µM. 220,000 compounds, 0.18% hits;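 active means activation above its plate's cutoff, the mean activation of test wells on that plate plus 3 SD, cut at about 19% in these data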;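 further: 0% = DMSO alone and 100% = 87 µM carbachol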
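System: zebrafish TRPN1-YFP in HEK293 cells / Dosing: 3 µM single point / Timing: dye loading 1 h at 37 °C, then 30 min room temperature / Signal: Fluo-8 calcium fluorescence, excitation 470-495 nm, emission 515-575 nm / Read-out basis: percent activation from peak over basal fluorescence ratio, control-normalized / Control set: high carbachol 87 µM, low DMSO alone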
MDM2 E3 inh = inhibitors of human Mdm2 E3 ubiquitin ligase. Q00987. signal enhancement, % at 5 µM. 210,000 compounds, 0.11% hits. cell-based MDM2 ubiquitination luciferase reporter, 2 h; 0 = plate control, 100 = twice control, blank-subtracted;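 active means signal enhancement of 30% or more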;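 further: luminescence tracks abundance of the self-degrading MDM2-luciferase fusion protein; higher signal means inhibition of MDM2 E3 ligase activity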
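Assay system: mammalian cells stably expressing self-ubiquitinating, self-degrading MDM2 E3–luciferase fusion. Quantity: 2000 cells in each well. Medium: DMEM culture medium. Compound dosing: single-point 5 µM. Timing: cell settling 4 h, compound treatment 2 h, both 37 °C. Technique: luciferase luminescence. Read-out basis: percent signal gain over controls, blank-subtracted. Benchmarks: plate controls and plate blanks.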
CHOP inh = blocks CHOP induction under ER stress; inhibition, % at 10 µM; 220,000 compounds, 3.8% hits; CHO-K1 CHOP-promoter luciferase, tunicamycin-induced, 15-18 h;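 active means compounds that reduced the stress-induced luciferase reporter signal by more than about 70% of percent inhibition, limit read from the data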;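 further: 0% = tunicamycin plus vehicle and 100% = wells without tunicamycin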
NCF1 inh = p47phox (human) inhibition | p47phox/p22phox peptide binding, fluorescence polarization, 2 h | inhibition, % at 24.7 µM | 220,000 compounds, 0.53% hits;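 active means inhibition above about 30%, limit read from the data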;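 further: 0% = p47phox with labelled peptide and 100% = labelled peptide alone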
EBV gp42 inh = inhibitors of Epstein-Barr virus glycoprotein 42; inhibition, % (tested at 21.74 µM); 220,000 compounds, 0.42% hits; Fluorescence polarization binding assay, mP read-out; Q1HVG2; in the data active means inhibition above about 50%
Target sequence (Q1HVG2 whole entry, looked up): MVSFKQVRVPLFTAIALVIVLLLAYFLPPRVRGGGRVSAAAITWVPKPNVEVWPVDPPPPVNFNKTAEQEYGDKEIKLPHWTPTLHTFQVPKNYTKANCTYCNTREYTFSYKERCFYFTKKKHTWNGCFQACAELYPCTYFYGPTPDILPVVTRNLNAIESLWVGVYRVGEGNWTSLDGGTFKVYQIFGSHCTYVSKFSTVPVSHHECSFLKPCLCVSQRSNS
PPC-1+TRAIL kill = kills PPC-1 cancer cells in the presence of TRAIL; PPC-1 cells + TRAIL, ATPLite viability luminescence; cell killing (% activity), % at 4 µM; 220,000 compounds, 0.41% hits;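 active means cell killing above 50% in the first pass at 4 µM, then a duplicate retest at 5 µM averaging 50% or more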;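 further: plate controls were cells with TRAIL plus DMSO for no effect and medium-only wells lacking cells for full effect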
Runt-SMMHC FRET = inhibitors of human RUNX1 Runt domain binding to CBFb-SMMHC | Cerulean-Runt/Venus-CBFb-SMMHC FRET ratio 530/480, 1 h | inhibition, % at 20 µM | 220,000 compounds, 0.74% hits | AID 1434;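 active means mean inhibition across duplicate retests at 20 µM reaching about 50%, limit read from the data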;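 further: 0% = DMSO wells and 100% = wells with excess untagged CBFb-SMMHC; inhibitors lower the FRET ratio by blocking Runt binding to CBFb-SMMHC; some results filed as inactive read as strong as hits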
Target sequence (Q01196 whole entry, looked up, the tested form may be a part): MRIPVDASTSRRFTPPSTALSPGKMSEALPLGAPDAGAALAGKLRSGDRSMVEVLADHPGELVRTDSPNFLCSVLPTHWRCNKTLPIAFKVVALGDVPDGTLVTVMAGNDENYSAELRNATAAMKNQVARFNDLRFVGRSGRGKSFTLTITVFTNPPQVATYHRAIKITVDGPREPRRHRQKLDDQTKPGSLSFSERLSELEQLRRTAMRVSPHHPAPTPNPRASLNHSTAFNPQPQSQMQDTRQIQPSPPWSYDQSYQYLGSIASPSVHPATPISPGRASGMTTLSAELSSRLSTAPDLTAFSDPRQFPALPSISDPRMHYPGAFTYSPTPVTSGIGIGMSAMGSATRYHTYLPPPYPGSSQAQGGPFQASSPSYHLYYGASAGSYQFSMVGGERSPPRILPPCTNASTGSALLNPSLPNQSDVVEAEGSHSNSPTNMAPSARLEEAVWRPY
Target sequence (Q13951 whole entry, looked up, the tested form may be a part): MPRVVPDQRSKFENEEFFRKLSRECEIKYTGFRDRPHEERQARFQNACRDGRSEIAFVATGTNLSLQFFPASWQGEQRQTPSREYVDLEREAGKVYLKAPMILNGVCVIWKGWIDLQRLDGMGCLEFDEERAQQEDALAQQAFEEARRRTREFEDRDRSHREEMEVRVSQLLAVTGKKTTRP
Numbers without * were called inactive; . = not tested or not shown. The order is random (roughly 5.9% active in at least one column).

No.	smiles	TRPML3 agonist	TNF death inh	zfTRPN1 agonist	MDM2 E3 inh	CHOP inh
1	CC(=O)Nc1ccc(S(=O)(=O)NCCSc2ccccn2)cc1	1.5	-1.8	0.8	-10	-4
2	O=C(NCCc1nc2ccccc2[nH]1)c1cc([N+](=O)[O-])cc([N+](=O)[O-])c1	-0.2	0.0	1.2	-10	-4
3	Cn1c(SCC(=O)NC2CC2)nnc1C(F)(F)F	0.8	1.4	1.4	-1	-19
4	CCOP(=O)(OCC)C(Nc1ccccc1)c1cccnc1 (centres undefined)	0.3	5.6	0.8	-13	9
5	CCCC(=O)Nc1nnc(COC)s1	0.0	0.0	-0.1	-10	-13
6	CC1CN(C(=O)N(C)C)CCN1C(=O)N(C)C (centres undefined)	0.3	1.0	1.0	-9	21
7	OCC1(Cc2ccccc2)CCN(Cc2cccc(F)c2F)CC1	0.7	1.9	1.1	3	22
8	Cc1ccc(OCC(=O)N2CCc3ccccc32)cc1	-0.6	2.3	-1.7	-14	0
9	Cc1cccc2[nH]c3c(N4CCC5(CC4)OCCO5)ncnc3c12	-0.2	-15	0.7	-15	-3
10	O=[N+]([O-])c1ccc(N2CCN(S(=O)(=O)c3ccccc3)CC2)cc1NCc1cccnc1	-1.1	-12	0.8	4	42
11	CNCc1cc(Br)c(OCC(=O)Nc2ccccc2OC)c(OC)c1	1.9	4.0	0.7	-12	18
12	Cc1cccc(NC(=S)N/N=C2\CC(C)(C)Oc3ccc(O)cc32)c1	0.4	3.4	0.8	-10	20
13	COc1cc(C2C(C#N)=C(N)OC3=C2C(=O)CCC3)c([N+](=O)[O-])cc1OC (centres undefined)	1.5	-1.4	3.4	-14	-7
14	Cc1c(C)[n+](=O)c(-c2ccc(F)cc2)c(C)n1[O-]	0.6	0.9	0.2	-5	-10
15	N#Cc1nc(-c2ccc(OCc3ccc(Cl)cc3)cc2)oc1N1CCOCC1	-0.1	0.0	0.0	-10	-2

No.	NCF1 inh	EBV gp42 inh	PPC-1+TRAIL kill	Runt-SMMHC FRET
1	-60	-38	11	6
2	1	-5	13	-4
3	-4	-16	9	-2
4	-5	-28	-11	-1
5	-10	-10	28	-3
6	-11	-16	38	4
7	2	15	2	-5
8	-3	2	45	-5
9	-11	-16	13	-7
10	-6	2	-22	-2
11	-8	4	31	2
12	-15	-15	20	4
13	-12	83*	-4	-56
14	-9	-15	-8	1
15	-4	5	26	0

(continued)
No.	smiles	TRPML3 agonist	TNF death inh	zfTRPN1 agonist	MDM2 E3 inh	CHOP inh
16	Cc1ccc(NC(=S)NCc2ccco2)c(C)c1	-0.3	-18	1.6	5	-5
17	CCOC(=O)N1CCN(C(=O)Cn2ncc3c2-c2ccccc2OC3)CC1	0.8	0.2	1.8	0	-3
18	Cc1nn2c(COc3ccc(NC(=O)c4ccccc4)cc3)nnc2c2ccccc12	0.6	1.3	-0.4	-4	24
19	Cc1nc2c([nH]1)C1(CCN(Cc3ccccc3)CC1)C(C#N)=C(N)O2	2.3	1.1	2.3	-11	16
20	O=C1CSC(=S)N1N=C1CCCCCC1	0.3	1.6	-0.1	.	-3
21	CCCCC(=O)NC(=O)NC(c1ccccc1)c1ccccc1	0.2	-1.0	-1.1	-12	4
22	C=CCSc1nc(C)c(Cc2cccc3ccccc23)c(=O)[nH]1	-0.1	-1.1	-1.0	-11	61
23	CC(=O)N1N=C(C)CC1c1ccc(OCc2ccccc2)cc1 (centres undefined)	0.4	-0.3	0.5	-19	16
24	C/C(=N\NC(=O)c1ccc([N+](=O)[O-])cc1)c1c(O)cc(C)oc1=O	-0.9	0.2	-0.5	-1	6
25	COC(=O)[C@@H]1C[C@H]2CC[C@H](O)C[C@H]2N1Cc1ccc(Cl)cc1	.	1.8	.	-22	-8
26	COc1ccc(-c2cc3ccccc3n2CC(O)Cn2nc(C)cc2C)cc1 (centres undefined)	-0.7	1.2	0.6	-17	42
27	FC(F)(F)c1ccccc1NC(=S)Nc1cccc(Cl)c1	1.1	0.1	0.9	-16	9
28	NC(=O)COc1ccc(C23CC4CC(CC(C4)C2)C3)cc1	-0.1	-0.5	-1.2	0	103*
29	COC(=O)c1cccnc1N1CCN(c2ccccc2F)CC1	-0.1	-8.3	-1.4	-7	37
30	N#Cc1nc(-c2ccc(Cl)cc2)oc1NCC1CCCO1 (centres undefined)	0.5	0.7	1.3	7	-7

No.	NCF1 inh	EBV gp42 inh	PPC-1+TRAIL kill	Runt-SMMHC FRET
16	-10	-8	-4	-2
17	-1	-16	22	-8
18	-10	-5	41	3
19	-11	14	-15	90*
20	-24	3	24	6
21	-17	-3	24	0
22	-8	2	8	0
23	-5	-12	28	3
24	-6	6	23	2
25	-12	-35	2	-4
26	-20	23	7	-13
27	-13	-7	8	-2
28	-19	-9	4	0
29	-1	-20	-6	0
30	5	4	1	1

3 entries drawn at random from those above:
No.	smiles	TRPML3 agonist	TNF death inh	zfTRPN1 agonist	MDM2 E3 inh	CHOP inh
29	COC(=O)c1cccnc1N1CCN(c2ccccc2F)CC1	-0.1	-8.3	-1.4	-7	37
23	CC(=O)N1N=C(C)CC1c1ccc(OCc2ccccc2)cc1 (centres undefined)	0.4	-0.3	0.5	-19	16
25	COC(=O)[C@@H]1C[C@H]2CC[C@H](O)C[C@H]2N1Cc1ccc(Cl)cc1	.	1.8	.	-22	-8

No.	NCF1 inh	EBV gp42 inh	PPC-1+TRAIL kill	Runt-SMMHC FRET
29	-1	-20	-6	0
23	-5	-12	28	3
25	-12	-35	2	-4

Remaining list, next part:
No.	smiles	TRPML3 agonist	TNF death inh	zfTRPN1 agonist	MDM2 E3 inh	CHOP inh
31	COc1cc([C@@H]2c3cc4c(cc3[C@@H](NC3CCN(Cc5ccccc5)CC3)[C@H]3COC(=O)[C@H]23)OCO4)cc(OC)c1O	.	-23	.	-7	-376
32	CCCCN(CC)C(=O)CSc1cc(=O)n(C)c2ccccc12	-1.1	-0.7	-0.3	1	21
33	Cc1ccc2nc(NC(=O)C3CCN(S(=O)(=O)c4cccc5nsnc45)CC3)sc2c1	0.6	2.5	1.7	-21	63
34	O=C(N/N=C/c1c[nH]c2ccccc12)c1[nH]c2ccc(Br)cc2c1-c1ccccc1	2.7	-17	2.5	27	92*
35	Cc1cc(C)n2nc(SCc3nnc(SCc4ccccc4)s3)nc2n1	0.2	-1.0	-1.0	-5	17
36	O=C(COC(=O)c1ccc(S(=O)(=O)Nc2ccccc2)cc1)NCC1CCCO1 (centres undefined)	0.6	0.8	2.7	.	0
37	Cc1nn(Cc2ccccc2Cl)c(C)c1C(=O)NC1=NCCS1	-0.1	-3.3	1.3	-14	-4
38	CCOc1cc(/C=C2/NC(=O)N(CC(=O)Nc3cccc(C)c3)C2=O)ccc1OC	-0.2	0.7	0.1	0	90*
39	Cc1ccc(NC(=O)C(=O)NCCN2CCN(C(=O)C(c3ccccc3)c3ccccc3)CC2)cc1	0.5	-10	0.8	-3	39
40	O=C(NCc1ccccn1)c1cccc(NS(=O)(=O)c2ccccc2F)c1	0.3	0.4	0.6	12	-4
41	CCOC(=O)c1cc2cc(CC(=O)c3ccc(OCC)cc3O)ccc2o1	0.7	1.5	-0.1	-13	46
42	COc1ccccc1N1CCN(C(=O)CSc2nnc3c4ccccc4nc(Cc4ccccc4)n23)CC1	1.1	-7.5	0.8	-7	22
43	Cc1cc(NC(=O)CCC(=O)N(Cc2ccco2)C2(C(=O)NC3CCCCC3)CCN(C)CC2)no1	0.2	2.0	1.7	-6	-2
44	Cc1occc1-c1nnc(SCC(=O)NC(C)(C)C)n1CC(C)C	0.7	0.9	0.2	-18	29
45	Cc1scc(C(=O)N/N=C/c2ccc(OCC(C)C)cc2)c1C	-0.3	0.6	-0.3	-26	39

No.	NCF1 inh	EBV gp42 inh	PPC-1+TRAIL kill	Runt-SMMHC FRET
31	-20	-4	42	5
32	-13	-14	7	-1
33	-21	-7	4	1
34	-20	-19	7	-2
35	-4	-12	-1	2
36	-4	-7	15	-3
37	-7	-11	3	4
38	20	-3	29	0
39	-9	-16	6	-2
40	-8	-13	27	2
41	2	-6	17	-2
42	-13	-24	18	-6
43	-9	-9	-6	2
44	-6	-1	.	.
45	-6	0	4	1

(further entries)
No.	smiles	TRPML3 agonist	TNF death inh	zfTRPN1 agonist	MDM2 E3 inh	CHOP inh
46	O=C(COC(=O)/C=C/c1ccco1)NCc1ccccc1	-0.2	4.2	-0.2	-28	-5
47	O=C(CCCN1C(=O)/C(=C/c2cccs2)SC1=S)Nc1ccc(C(=O)O)cc1	1.6	0.1	2.9	-3	23
48	O=[N+]([O-])/C=C/c1cc2ccccc2[nH]1	4.3	-11	-0.3	-11	-37
49	Cc1n[nH]c(C)c1S(=O)(=O)N1CCCCCC1	0.5	0.5	1.6	-16	2
50	Cc1cccc(N2C(=O)C(Cl)=C(N3CCOCC3)C2=O)c1	-1.1	-1.6	-0.7	-14	1
51	Cc1cccc(NC(=S)N/N=C/c2ccc([N+](=O)[O-])s2)c1	0.9	-19	1.3	-21	36

No.	NCF1 inh	EBV gp42 inh	PPC-1+TRAIL kill	Runt-SMMHC FRET
46	-2	-9	2	-1
47	-3	-6	8	-3
48	-5	-8	11	-4
49	-10	-7	-27	-3
50	-8	-18	22	42
51	-17	-11	1	-19
